ARNT TACC3 PPI: disruptors of human ARNT/TACC3 interaction; AlphaScreen His-ARNT PAS-B/GST-TACC3 binding, luminescence; TACC3 fragment carries E629A point mutation; inhibition, % at 9.99 µM; 0.66% of 390,000 active;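 active means mean inhibition of replicates at least 50% and at least half of replicates each reaching 50%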;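 further: 0% = complete ARNT plus TACC3 wells and 100% = ARNT alone without TACC3; many hits fall short of the cut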
INS-1E GSIS act: GLuc luminescence reporter in INS-1E cells, primary screen for activators of glucose-dependent secretion of insulin. INS-1E GLuc reporter insulin secretion, 2-3 h. activation, % at 16.6 µM. 0.61% of 370,000 active;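 active means lowest replicate activation of at least 40%, so every replicate reaches that level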;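 further: 0% = median of neutral control wells and 100% = median of IBMX positive control wells; some compounds called inactive have numbers as strong as hits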
PGC1a acetyl inh: PGC1a acetylation modulation, inhibitor mode. U2OS PGC1a acetylation, AlphaScreen anti-acetyl-lysine; with virally co-expressed GCN5 acetyltransferase. inhibition, % at 15.6 µM. 0.17% of 350,000 active. AID 651687;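 active means every replicate shows inhibition of at least 40%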;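 further: 0% = neutral control wells and 100% = positive control wells; some results beyond the cut were filed as inactive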
C2C12 statin: protects C2C12 myotubes from simvastatin toxicity | ATP luminescence, 48 h; scaled: DMSO 0, geranylgeraniol control 100 | rescue of ATP level, % at 7.49 µM | 0.78% of 330,000 active;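 active means mean ATP rescue above about 67%, or every replicate alone reaching that limit, limit read from the data, passing the limit was not always enough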;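 further: myotubes were challenged with 10 µM simvastatin during compound exposure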
LGR2 inh: blocks bursicon-induced cAMP signaling via Drosophila LGR2; 0.35% of 380,000 active; HEK293 LGR2, CRE-luciferase, bursicon-stimulated, 4 h; AID 720647; inhibition, % at 9.99 µM;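 active means drop in luminescence signal, shown as inhibition above about 50% in the replicate tests, limit read from the data, passing the limit was not always enough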;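 further: agonist challenge used bursicon conditioned medium at about half maximal strength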
Cneo AK release: Cryptococcus neoformans lysis via adenylate kinase release. C. neoformans lysis, adenylate kinase release luminescence, 4 h; normalised: neutral wells 0, clomiphene wells 100. 0.2% of 360,000 active. lysis activity, % at 15 µM. AID 651654;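 active means mean lysis activity across replicates of at least 80%, whatever share of replicates individually reach that level; inactive means mean lysis activity below 80%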
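Material: C. neoformans cells | Amount: Yeast cell density of 5 × 10^6 cells/mL | Medium: Fresh YPD growth medium | Dosing: Single dose | Times: Static 4 h at 37 °C with compound, 1 h detection | Detection: AK luminescence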
PAX8 inh HTS: inhibitors of PAX8 transcriptional activity in RMG-I cells | RMG-I TPO-luciferase reporter, SteadyGlo, 24 h | inhibition, % at 12.6 µM | 1.2% of 360,000 active | AID 652154;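 active means mean replicate inhibition at least 60% with every replicate also reaching 60%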;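 further: luciferase light reporting Pax8 driven TPO promoter activity; plate controls were median of neutral control wells for no effect and mitoxantrone controls for full effect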
PglD DTNB: blocks C. jejuni PglD acetyltransferase activity | purified PglD enzyme, DTNB colorimetric CoA detection | inhibition, % at 12.5 µM | 0.098% of 360,000 active | AID 602405; in the data active means inhibition above about 16%, passing the limit was not always enough; further: strong numbers were not always called active
Starred values were filed as active, the others as inactive; . = no result given.

Start of the data: the first 3 compounds, to show the layout:
#1 COC(=O)C1C(c2ccccc2)NC(=O)NC1(O)C(F)(F)Cl (stereo not drawn)
#2 Cc1ccccc1NC(=S)NNC(=O)c1ccncc1
#3 Cc1cc2cc(CN(Cc3cccs3)C(=S)NCC3CCCO3)c(=O)[nH]c2cc1C (stereo not drawn)
Assay by compound,1,2,3
ARNT TACC3 PPI,-2,-1,4
INS-1E GSIS act,-11,-3,-42
PGC1a acetyl inh,-2,.,11
C2C12 statin,.,.,.
LGR2 inh,-12,-17,11
Cneo AK release,.,.,3
PAX8 inh HTS,22,-3,12
PglD DTNB,.,.,1

The list itself (from the top)
#1 COC(=O)C1C(c2ccccc2)NC(=O)NC1(O)C(F)(F)Cl (stereo not drawn)
#2 Cc1ccccc1NC(=S)NNC(=O)c1ccncc1
#3 Cc1cc2cc(CN(Cc3cccs3)C(=S)NCC3CCCO3)c(=O)[nH]c2cc1C (stereo not drawn)
#4 C[C@@H]1CCCCO[C@H](CN(C)C(=O)Cc2ccccc2)[C@H](C)CN([C@H](C)CO)C(=O)c2cc(NC(=O)Nc3ccc(F)cc3)ccc2O1
#5 C=CCOc1cccc(C2C(C(=O)c3ccc(C)o3)=C(O)C(=O)N2Cc2ccncc2)c1 (stereo not drawn)
#6 COc1cc(CCC(=O)Nc2cnc3ccccc3c2)cc(OC)c1OC
#7 N#C[C@@H]1[C@H](c2ccc(C#Cc3ccc(F)cc3)cc2)[C@@H](CO)N1c1nc(-c2ccccc2)cs1
#8 C[C@@H]1CN([C@@H](C)CO)C(=O)c2cc(-c3ccccc3F)cnc2O[C@@H]1CN(C)C(=O)c1cnccn1
Assay by compound,1,2,3,4,5,6,7,8
ARNT TACC3 PPI,-2,-1,4,-3,3,34,5,-7
INS-1E GSIS act,-11,-3,-42,-37,.,5,7,8
PGC1a acetyl inh,-2,.,11,4,-8,-4,4,20
C2C12 statin,.,.,.,.,110*,-5,-13,4
LGR2 inh,-12,-17,11,11,.,1,23,7
Cneo AK release,.,.,3,1,-3,-2,-2,41
PAX8 inh HTS,22,-3,12,33,.,16,4,6
PglD DTNB,.,.,1,0,2,2,1,1

#9 O=S1(=O)CCN2C=Nc3sc4c(c3C2=N1)CCCC4
#10 Cc1noc(C)c1NC(=O)Nc1ccc2c(c1)CC(=O)N([C@H](C)CO)C[C@@H](C)[C@@H](CN(C)C(=O)Nc1cccc3ccccc13)O2
#11 O=Cc1cn(-c2ccccc2)nc1-c1ccc(F)cc1
#12 COc1ccc(C#Cc2cnc3c(c2)C(=O)N([C@H](C)CO)C[C@H](C)[C@H](CN(C)C(=O)Nc2c(C)noc2C)O3)cc1OC
#13 Nc1nnnn1/N=C/c1cc([N+](=O)[O-])ccc1O
#14 Cc1c(O)ccc(/C=N/Nc2nc(-c3cccnc3)nc3ccccc23)c1O
#15 O=C(CCCCCNC(=O)N1CCn2c1nc1ccccc12)NCCc1ccccc1
#16 Cc1ccc(Nc2ccc(C(=O)NC3CCCCC3)cn2)cc1
Assay by compound,9,10,11,12,13,14,15,16
ARNT TACC3 PPI,6,-1,-1,2,76*,5,3,4
INS-1E GSIS act,.,5,-6,-11,4,-40,0,-11
PGC1a acetyl inh,-3,3,6,-5,-2,-18,-17,1
C2C12 statin,0,34,-28,13,-4,.,39,-37
LGR2 inh,.,18,-35,14,-13,-24,5,-49
Cneo AK release,5,-5,-3,-7,.,-6,-3,3
PAX8 inh HTS,.,9,-54,9,6,46,13,-49
PglD DTNB,-5,-1,-3,6,.,-3,-2,1

#17 Cc1ccc(-c2n[nH]c(=S)n2/N=C/c2ccc(C(=O)O)cc2)cc1
#18 N#CCc1ccc(Oc2ncc(C(F)(F)F)cc2Cl)cc1
#19 CCOc1ccc(N2C(=O)CN(c3cccc4ccccc34)C2=S)cc1
#20 COc1cnn(-c2cc(Oc3ccc(C)cc3)ncn2)c(=O)c1Cl
#21 CN(CC(=O)O)S(=O)(=O)c1cccs1
#22 O=C(NCCCCc1ccccc1)Nc1ccc(F)cc1
#23 O=C(CC1CCCCC1)N1CCN(c2ccccn2)CC1
#24 C[C@H]1CN([C@@H](C)CO)C(=O)c2cccc(NC(=O)c3nc4ccccc4s3)c2O[C@@H]1CN(C)Cc1ccc(-c2ccccc2)cc1
Assay by compound,17,18,19,20,21,22,23,24
ARNT TACC3 PPI,-4,-15,0,-6,-11,-6,-3,10
INS-1E GSIS act,27,-1,-9,.,.,-28,10,26
PGC1a acetyl inh,.,8,.,-2,.,.,0,.
C2C12 statin,6,12,-22,8,.,.,-4,.
LGR2 inh,8,8,.,.,.,-10,-5,17
Cneo AK release,0,-1,2,-2,0,-2,-1,0
PAX8 inh HTS,-27,-10,18,.,-8,-12,.,.
PglD DTNB,-2,2,0,-5,1,13,-5,5

#25 Cc1noc(C)c1S(=O)(=O)Nc1cccc2c1O[C@@H](CN(C)S(=O)(=O)c1cn(C)cn1)[C@@H](C)CN([C@H](C)CO)C2=O
#26 O=C1C[C@@H]2c3c(cccc3CN1Cc1ccc(Cl)cc1)C[C@@H](O)[C@H]2O
#27 Cc1ccc(-c2nc(-c3ccncc3)no2)cc1Cl
#28 Cc1nc2ccccc2nc1OCC(=O)NCC(F)(F)F
#29 Cc1cccc(OCCC(=O)OCc2csc(CC(=O)Nc3ccccc3C)n2)c1
#30 CCOC(=O)Cn1cc(C(=O)C2CC2)c2ccccc21
#31 Cc1cccc(C(=O)NCCCn2ccnc2)c1C
#32 Cc1ccc(C2C(C#N)=C(N)N(N(C)C)C3=C2C(=O)CCC3)cc1 (stereo not drawn)
Assay by compound,25,26,27,28,29,30,31,32
ARNT TACC3 PPI,-2,-1,-4,-5,-5,1,-7,-18
INS-1E GSIS act,17,.,14,8,-49,24,-6,14
PGC1a acetyl inh,5,-8,18,-3,3,0,.,.
C2C12 statin,54,119*,5,.,3,-1,-12,.
LGR2 inh,-2,1,-66,-4,5,.,0,3
Cneo AK release,-5,2,1,.,2,-11,-28,.
PAX8 inh HTS,.,-6,-151,3,7,-2,-5,11
PglD DTNB,2,2,-4,6,-7,-1,0,.

Fetched by compound from the entries so far:
#32 Cc1ccc(C2C(C#N)=C(N)N(N(C)C)C3=C2C(=O)CCC3)cc1 (stereo not drawn)
#29 Cc1cccc(OCCC(=O)OCc2csc(CC(=O)Nc3ccccc3C)n2)c1
Assay by compound,32,29
ARNT TACC3 PPI,-18,-5
INS-1E GSIS act,14,-49
PGC1a acetyl inh,.,3
C2C12 statin,.,3
LGR2 inh,3,5
Cneo AK release,.,2
PAX8 inh HTS,11,7
PglD DTNB,.,-7

Further results follow:
#33 COC(=O)c1nn(-c2cccc(C)c2)c2nnc(Cc3ccccc3)c(=O)n12
#34 COc1ccc(CCNC(=O)CN(c2ccc(OC)c(OC)c2)S(C)(=O)=O)cc1
#35 CCOC(=O)C1=C(C)N=C(SC)N(C)C1c1ccccc1 (stereo not drawn)
#36 Cc1ccccc1OCC(=O)N/N=C/c1cc2ccccc2nc1Cl
#37 O=C(c1cc(-c2ccco2)nc2ccccc12)N1CCCC(C(F)(F)F)C1 (stereo not drawn)
#38 Cc1ccc(Cn2c(C)c(C(=O)NCc3ccc(Cl)c(Cl)c3)sc2=O)cc1
#39 O=C(c1ccc(F)cc1)N1CCCCN2[C@H](C1)[C@H](c1ccc(-c3ccccc3)cc1)[C@@H]2CO
#40 CC(=O)CCc1c(C)c2cc(C)ccc2[nH]c1=O
Assay by compound,33,34,35,36,37,38,39,40
ARNT TACC3 PPI,-11,0,-7,-1,.,.,-5,-5
INS-1E GSIS act,25,.,.,.,-33,2,-27,.
PGC1a acetyl inh,.,-7,1,-59,2,.,5,-6
C2C12 statin,.,.,16,4,-10,6,.,-14
LGR2 inh,23,.,.,.,-13,7,5,.
Cneo AK release,.,1,3,-1,.,0,1,-2
PAX8 inh HTS,11,-9,.,.,1,3,14,.
PglD DTNB,.,-1,1,26*,.,0,-3,-1

#41 CO[C@H]1CN(C)C(=O)c2ccc(NC(=O)C3CCC3)cc2OC[C@@H](C)N(Cc2ccc(F)cc2)C[C@H]1C
#42 C[C@H]1CN([C@@H](C)CO)C(=O)Cc2cc(NC(=O)Cc3cn(C)c4ccccc34)ccc2O[C@H]1CN(C)S(=O)(=O)c1ccc(Cl)cc1
#43 O=C(COC(=O)c1ccccc1O)Nc1ccc(OC(F)F)cc1
#44 NS(=O)(=O)c1ccc(CCNC(=O)c2ccc3nc4ccc(Cl)cc4c(=O)n3c2)cc1
#45 Cn1nnc(NC(=O)c2ccccc2F)n1
#46 Cc1noc(C)c1C(=O)Nc1cccnc1
#47 COc1nc(-c2ccccc2)c2cc(C)ccc2n1
#48 NS(=O)(=O)c1ccc(NC(=O)CN2CCN(Cc3ccccc3)CC2)cc1
Assay by compound,41,42,43,44,45,46,47,48
ARNT TACC3 PPI,1,.,-4,-5,-5,-9,-38,-12
INS-1E GSIS act,-10,-8,.,6,.,1,72*,.
PGC1a acetyl inh,.,.,1,-85,2,7,11,23
C2C12 statin,23,-30,.,.,-9,-6,-4,6
LGR2 inh,-7,2,.,-6,.,-2,3,.
Cneo AK release,-3,.,1,.,-2,1,-2,6
PAX8 inh HTS,0,-5,.,-11,.,.,5,.
PglD DTNB,-3,.,-2,.,0,1,-3,2

#49 C=CCSc1nnc2c(n1)-c1cccc3cccc-2c13
#50 COc1ccc(CC(=O)N2CCCc3ccccc32)cc1
#51 c1ccc(C2=NOC(c3nnc(-c4ccccc4)o3)C2)cc1 (stereo not drawn)
#52 COc1ccccc1C(=O)Nc1ccc(S(=O)(=O)N(C)c2ccccc2)cc1
#53 COc1ccc(/C=C/C(=O)Nc2cc(S(=O)(=O)N3CCOCC3)ccc2N2CCCC2)cc1OC
#54 CCCc1cc(=O)oc2cc(OCc3nn[nH]n3)ccc12
#55 CC(=O)N(C)C[C@H]1Oc2ncc(C#Cc3ccccc3)cc2C(=O)N([C@H](C)CO)C[C@H]1C
#56 COc1ccc(C(CNC(=O)c2ccc(-c3ccccc3Cl)o2)N2CCCC2)cc1 (stereo not drawn)
#57 O=C(Nc1cccc(C(F)(F)F)c1)C(Sc1ncnc2ccccc12)c1ccccc1 (stereo not drawn)
#58 COc1ccc(/C=N/NC(=O)c2c(Br)cnn2C)c2ccccc12
#59 CC(=O)N(C)C[C@@H]1Oc2cc(C#CC3(O)CCCC3)ccc2S(=O)(=O)N([C@H](C)CO)C[C@H]1C
Assay by compound,49,50,51,52,53,54,55,56,57,58,59
ARNT TACC3 PPI,9,-5,-3,-4,4,-19,2,.,0,-8,-6
INS-1E GSIS act,.,.,11,4,15,.,19,0,-20,25,20
PGC1a acetyl inh,4,-6,.,.,-13,.,4,6,-10,.,1
C2C12 statin,35,3,4,.,.,-2,-2,-81,-9,-4,.
LGR2 inh,.,.,-2,-5,-41,.,8,-23,18,1,12
Cneo AK release,2,-1,-8,.,.,-1,0,2,3,0,-5
PAX8 inh HTS,12,8,-24,-6,5,.,.,-8,18,-6,.
PglD DTNB,-2,8,6,.,.,1,2,0,6,0,2

Screening results from PubChem BioAssay.
